Mtb FBA inh: Mtb FBA enzyme inhibitors, primary screen, biochemical, fluorescence, strain H37Rv; 360,000 compounds, 2.3% hits; AID 588726, 2011; purified M. tuberculosis FBA, fluorescence read-out; inhibition, % at 1 µM; Fructose-bisphosphate aldolase (Mycobacterium tuberculosis (strain ATCC 25618 / H37Rv)), …; in the data active means inhibition above about 27%;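 further: 0% = vehicle and 100% = reference inhibitor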
Target sequence (P9WQA3 whole entry, looked up): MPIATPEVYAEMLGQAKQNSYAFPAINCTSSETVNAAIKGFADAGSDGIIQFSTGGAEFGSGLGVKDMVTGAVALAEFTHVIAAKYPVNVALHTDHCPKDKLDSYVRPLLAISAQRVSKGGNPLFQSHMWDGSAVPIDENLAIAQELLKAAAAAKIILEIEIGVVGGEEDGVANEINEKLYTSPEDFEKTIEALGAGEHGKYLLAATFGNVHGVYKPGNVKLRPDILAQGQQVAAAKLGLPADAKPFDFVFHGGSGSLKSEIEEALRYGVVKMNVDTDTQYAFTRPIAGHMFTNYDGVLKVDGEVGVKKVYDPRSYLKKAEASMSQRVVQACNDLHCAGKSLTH
UGM FP inh: M. tuberculosis UGM enzyme inhibitors, primary screen, biochemical, fluorescence polarization, single point; purified UGM, fluorescence polarization probe displacement; inhibition, % at 10 µM; 320,000 compounds, 0.06% hits; AID 504406, 2011; in the data active means inhibition above about 10%, passing the limit was not always enough; inconclusive means no clear call, values can overlap the other calls
Target sequence (P9WIQ1 whole entry, looked up): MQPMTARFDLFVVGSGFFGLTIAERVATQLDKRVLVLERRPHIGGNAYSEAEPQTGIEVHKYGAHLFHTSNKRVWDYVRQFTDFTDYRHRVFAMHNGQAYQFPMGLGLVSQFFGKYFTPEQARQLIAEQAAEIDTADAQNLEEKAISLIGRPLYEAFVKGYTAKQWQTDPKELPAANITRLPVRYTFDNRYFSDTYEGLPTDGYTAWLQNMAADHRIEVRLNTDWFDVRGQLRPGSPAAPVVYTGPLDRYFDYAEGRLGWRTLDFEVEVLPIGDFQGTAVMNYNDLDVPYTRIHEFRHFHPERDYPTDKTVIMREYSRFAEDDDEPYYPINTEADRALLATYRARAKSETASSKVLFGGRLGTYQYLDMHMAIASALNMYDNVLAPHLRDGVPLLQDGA
MazF activator: activators of E. coli MazEF toxin-antitoxin RNase, primary screen, biochemical, fluorescence, uHTS | Endoribonuclease toxin MazF (Escherichia coli (strain K12)), P0AE70 | FAM/BHQ RNA-DNA oligo cleavage fluorescence, 5 h | activation, % at 20 µM | 350,000 compounds, 0.32% hits | AID 504720, 2011; in the data active means activation above about 50%
Target sequence (P0AE70 whole entry, looked up): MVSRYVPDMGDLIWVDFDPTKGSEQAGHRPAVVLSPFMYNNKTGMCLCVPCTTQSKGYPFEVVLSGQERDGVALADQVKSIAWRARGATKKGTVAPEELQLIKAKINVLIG
FadD28 FP inh: inhibitors of FadD28 bisubstrate probe binding, primary screen, biochemical, fluorescence polarization, single point. inhibition, % at 12.5 µM. Mycobacterium tuberculosis FadD28 fatty-acid-AMP ligase. AID 588549, 2011. 360,000 compounds, 0.22% hits; in the data active means inhibition above about 8.5%, passing the limit was not always enough; inconclusive means no clear call, values can overlap the other calls
BoNT F protease: BoNT/F light chain protease inhibitors, primary screen, biochemical, flow cytometry, MLPCN library; Botulinum neurotoxin type F light chain protease (Clostridium botulinum); Multiplex microsphere protease cleavage assay; inhibition, % at 10 µM; 360,000 compounds, 0.22% hits; in the data active means inhibition above about 35%, passing the limit was not always enough; inconclusive means no clear call, values can overlap the other calls; further: plate controls were buffer without enzyme for full effect and enzyme alone for no effect
Mtb BioA inh: M. tuberculosis BioA enzyme inhibitors, primary screen, biochemical, plate reader, single point, HTS; purified M. tuberculosis BioA enzyme; 360,000 compounds, 0.096% hits; inhibition, % at 9.99 µM; in the data active means inhibition above about 40%; inconclusive means no clear call, values can overlap the other calls
Rv3671c protease: Rv3671c serine protease inhibitors, primary screen, biochemical, fluorescence polarization, M. tuberculosis H37Rv; P9WHR9; 320,000 compounds, 0.048% hits; inhibition, % at 5.96 µM; AID 2606, 2010; in the data active means inhibition above about 38%;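 further: extracellular domain of Rv3671c used as enzyme; 0% = enzyme with DMSO and 100% = no enzyme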
PrPC surface inh: inhibitors of human cell surface prion protein PrPC, primary screen, cell-based, TR-FRET; TR-FRET read-out; inhibition, % at 13.8 µM; 370,000 compounds, 0.43% hits; AID 720596, 2013; in the data active means inhibition above about 24%; further: 0% = median of the test wells and 100% = reference compound wells
GDH-TPI inh: GDH-TPI coupling enzyme inhibitors, primary screen, artefact control for M. tuberculosis FBA inhibitor project, biochemical, absorbance, full deck; GDH-TPI coupled enzyme counterscreen, NADH absorbance; inhibition, % at 4.8 µM; 360,000 compounds, 1.2% hits; in the data active means inhibition above about 30%;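 further: 0% = DMSO wells and 100% = wells lacking the enzyme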
* marks the source's active call; other numbers are inactive results; & = joins results of further samples.

Screening Cn1c(-c2ccccc2)n[nH]c1=S returned Mtb FBA inh 9, UGM FP inh 0.8, MazF activator -1, FadD28 FP inh -0.2, BoNT F protease 2, Mtb BioA inh -4.0, Rv3671c protease 5, PrPC surface inh 6 and GDH-TPI inh 7.
For C[C@@]12C(=O)N(c3cccc(F)c3)C(=O)N1[C@H](c1ccc(Cl)cc1)[C@@H]1C(=O)N(C3CCCCC3)C(=O)[C@@H]12 the results were Mtb FBA inh 0, UGM FP inh 0.6, MazF activator -6, FadD28 FP inh -5.6, BoNT F protease 0, Mtb BioA inh -0.8, Rv3671c protease -3, PrPC surface inh 0 and GDH-TPI inh 0.
O=C(CCN1C(=O)S/C(=C\c2ccccc2)C1=O)Nc1ccc(S(=O)(=O)Nc2nccs2)cc1 was read as Mtb FBA inh -7, UGM FP inh -0.1, MazF activator 1, FadD28 FP inh -5.4, BoNT F protease 7, Rv3671c protease -15, PrPC surface inh -11 and GDH-TPI inh 27.
Cc1ccc(-c2csc(NC(=O)c3c(C)noc3C)n2)s1 was read as Mtb FBA inh 0, UGM FP inh -0.4, MazF activator 0, FadD28 FP inh -3.2, BoNT F protease -25, Rv3671c protease -1 and GDH-TPI inh 3.
Screening O=C(N/N=C/c1c(O)ccc2ccccc12)c1ccc(CO)nc1 returned Mtb FBA inh -4, UGM FP inh 0.3, MazF activator -170, FadD28 FP inh -2.8, BoNT F protease 40*, Mtb BioA inh -1.1, Rv3671c protease 29, PrPC surface inh -4 and GDH-TPI inh 4.
`CCC1CC(C(=O)O)CC(=O)N1` (stereo unspecified) gave Mtb FBA inh 4, FadD28 FP inh -0.9, BoNT F protease 1, Mtb BioA inh 0.5 and PrPC surface inh -6.
For C=CCN1C(=O)/C(=C\C=C2\N(C)c3ccccc3C2(C)C)SC1=S the results were Mtb FBA inh 2, UGM FP inh -1.4, MazF activator inactive, FadD28 FP inh -1.8, BoNT F protease 10, Rv3671c protease -46, PrPC surface inh 0 and GDH-TPI inh -3.
`COc1ccc(CCNC(=O)COc2ncnc3ccccc23)cc1OC` gave Mtb FBA inh 1, UGM FP inh 0.6, MazF activator -3, FadD28 FP inh -1.8, BoNT F protease -2, Mtb BioA inh -0.8, Rv3671c protease -4, PrPC surface inh -1 and GDH-TPI inh -4.
`CCCC1(CCC)NC(=O)N(CC(=O)Nc2ccccc2OC)C1=O` gave Mtb FBA inh 2, UGM FP inh -0.4, MazF activator -16, FadD28 FP inh -3.6, BoNT F protease 7, Rv3671c protease 1, PrPC surface inh 8 and GDH-TPI inh -8.
For O=c1c(OC2OC(CO)C(O)C(O)C2O)c(-c2ccc(O)c(O)c2)oc2cc(O)cc(O)c12 (stereo unspecified) the results were Mtb FBA inh -4, UGM FP inh 0.0, MazF activator -3, FadD28 FP inh -1.8, BoNT F protease 8, Mtb BioA inh -0.5, Rv3671c protease 7, PrPC surface inh -5 and GDH-TPI inh 14.
`CS(=O)(=O)c1ccccc1-c1nc(-c2ccc([N+](=O)[O-])cc2)no1` gave Mtb FBA inh 4, UGM FP inh 1.8, MazF activator 6, FadD28 FP inh -1.6, BoNT F protease -7, Rv3671c protease 4, PrPC surface inh -16 and GDH-TPI inh 6.
CCC1=Nc2cc(C(=O)NCCCOC(C)C)ccc2Sc2ccccc21 was read as Mtb FBA inh -3, UGM FP inh 0.7, MazF activator 3, FadD28 FP inh -3.2, BoNT F protease -3, Mtb BioA inh 7.0, Rv3671c protease 0, PrPC surface inh 5 and GDH-TPI inh 1.
Screening Cc1ccc(C(=O)NNC(=S)NC(=O)COc2ccccc2)cc1 returned Mtb FBA inh -1, UGM FP inh -0.5, MazF activator 1, FadD28 FP inh -2.7, BoNT F protease -10, Rv3671c protease -3, PrPC surface inh -1 and GDH-TPI inh -1.
C[C@@H]1CN([C@H](C)CO)C(=O)CCCn2cc(nn2)CO[C@H]1CN(C)C(=O)Nc1ccc2c(c1)OCO2 was read as Mtb FBA inh -3, MazF activator 6, FadD28 FP inh -3.2, BoNT F protease -3, Mtb BioA inh -1.0&-0.1&-1.1, PrPC surface inh -2 and GDH-TPI inh -2.
For CCC(C)n1c(SCC(=O)/C(C#N)=C(\C)N)nc2ccccc2c1=O (stereo unspecified) the results were Mtb FBA inh 0, UGM FP inh 3.4, MazF activator 2, FadD28 FP inh -9.6, BoNT F protease 5, Mtb BioA inh 1.8, Rv3671c protease 4, PrPC surface inh 0 and GDH-TPI inh 5.
For NC(=S)NNc1cccc(Cl)c1 the results were Mtb FBA inh -2, UGM FP inh -1.4, MazF activator 0, FadD28 FP inh -0.9, BoNT F protease 7, Mtb BioA inh -1.0, Rv3671c protease 4, PrPC surface inh -2 and GDH-TPI inh 6.
For Cc1ccc(S(=O)(=O)N2C(=O)C(c3ccccc3)SC2=Nc2ccccc2)cc1 (stereo unspecified) the results were Mtb FBA inh 2, UGM FP inh 2.1, MazF activator -1, FadD28 FP inh -3.9, BoNT F protease 10, Mtb BioA inh 0.2, Rv3671c protease 3, PrPC surface inh -7 and GDH-TPI inh 5.
Screening COc1ccc(N2CCN(Cc3nc4ccsc4c(=O)[nH]3)CC2)cc1 returned Mtb FBA inh 0, UGM FP inh 0.0, MazF activator -8, FadD28 FP inh -2.5, BoNT F protease -2, Mtb BioA inh -0.6, Rv3671c protease 1, PrPC surface inh 2 and GDH-TPI inh -2.
`COCCn1c(N)c(N(Cc2ccccc2)C(=O)CSCC(=O)Nc2ccc(OC)cc2)c(=O)[nH]c1=O` gave Mtb FBA inh 4, UGM FP inh 1.5, MazF activator -4, FadD28 FP inh 0.2, BoNT F protease 3, Rv3671c protease 0, PrPC surface inh 2 and GDH-TPI inh 5.
Screening CCn1c(SCC(=O)Nc2ccccc2-c2ccccc2)nnc1-c1ccoc1C returned Mtb FBA inh -2, UGM FP inh -1.8, MazF activator -3, FadD28 FP inh -6.3, BoNT F protease 7, Mtb BioA inh 2.9, Rv3671c protease 1, PrPC surface inh 7 and GDH-TPI inh -1.
For COc1ccc(C(=O)/C=C/NCc2ccc(C)cc2)cc1 the results were Mtb FBA inh 0, UGM FP inh 0.7, MazF activator 1, FadD28 FP inh -1.0, BoNT F protease 11, Mtb BioA inh -1.9, Rv3671c protease -7, PrPC surface inh -6 and GDH-TPI inh 44*.
`Cn1c(=O)c2c(nc(SCC(=O)Nc3ccccc3N3CCCCC3)n2C)n(C)c1=O` gave Mtb FBA inh -2, UGM FP inh 1.4, MazF activator -1, FadD28 FP inh -4.3, BoNT F protease 4, Mtb BioA inh 0.8, Rv3671c protease -5, PrPC surface inh 7 and GDH-TPI inh 4.
Screening Cc1ccc(/C=N/NC(=S)NC2CCCCC2)o1 returned Mtb FBA inh 3, UGM FP inh 4.0, MazF activator 2, FadD28 FP inh -0.1, BoNT F protease -17, Mtb BioA inh -1.4, Rv3671c protease 5, PrPC surface inh 6 and GDH-TPI inh 32*.
Screening N#Cc1c(N)sc2c1CCN(C(=O)OCc1ccccc1)C2 returned Mtb FBA inh 1, UGM FP inh 4.4, MazF activator 6, FadD28 FP inh -3.9, BoNT F protease -7, Mtb BioA inh 1.6, Rv3671c protease 3, PrPC surface inh -8 and GDH-TPI inh 3.
For CC1(CCC(=O)N2CCCC(Nc3ccc(F)cc3)C2)CC1 (stereo unspecified) the results were Mtb FBA inh 4, UGM FP inh -0.4, MazF activator -1, FadD28 FP inh -2.0, Mtb BioA inh 1.2, Rv3671c protease -2, PrPC surface inh 7 and GDH-TPI inh 4.
Screening CC(C)(C)OC(=O)NCC(=O)Oc1cc2oc(=O)cc(-c3ccccc3)c2cc1Cl returned Mtb FBA inh 26, UGM FP inh 0.6, MazF activator -4, FadD28 FP inh -1.5, BoNT F protease 1, Rv3671c protease -4, PrPC surface inh -10 and GDH-TPI inh 13.
For C/C(CC(=O)Nc1ccc(N(C)C)cc1)=N\NC(=O)c1ccc(Cl)cc1Cl the results were Mtb FBA inh 0, UGM FP inh -1.5, MazF activator 6, FadD28 FP inh 0.6, BoNT F protease -18, Mtb BioA inh -0.4, Rv3671c protease -3, PrPC surface inh -1 and GDH-TPI inh 5.
For CC(=O)n1c(Cl)c(NC(=O)CCl)c2ccccc21 the results were Mtb FBA inh -2, UGM FP inh 0.9, MazF activator -7, FadD28 FP inh -0.9, BoNT F protease 0, Mtb BioA inh -0.3, Rv3671c protease 14, PrPC surface inh 0 and GDH-TPI inh -5.
CCC(=O)N(CCC(c1ccco1)C(C)C)Cc1ccccc1 (stereo unspecified) was read as Mtb FBA inh -1, UGM FP inh -0.4, MazF activator -10, FadD28 FP inh -0.4, BoNT F protease inconclusive, Mtb BioA inh 6.6, Rv3671c protease 10, PrPC surface inh 2 and GDH-TPI inh 16.
`O=C(NC1CCCCC1)C(=S)N1CCOCC1` gave Mtb FBA inh 0, UGM FP inh 1.3, MazF activator 5, FadD28 FP inh -0.7, BoNT F protease -7, Mtb BioA inh 1.8, Rv3671c protease 8, PrPC surface inh 3 and GDH-TPI inh 9.
`C/C=C(\C)c1nnc(NC(=O)c2ccco2)s1` gave Mtb FBA inh -2, UGM FP inh 0.9, MazF activator 9, FadD28 FP inh -4.0, BoNT F protease 6, Mtb BioA inh -1.2, Rv3671c protease 7, PrPC surface inh 1 and GDH-TPI inh 33*.
O=C(O)c1cn[nH]c1-c1cccc([N+](=O)[O-])c1 was read as Mtb FBA inh -6, UGM FP inh 1.4, MazF activator 1, FadD28 FP inh -3.8, BoNT F protease -4, Rv3671c protease -1, PrPC surface inh -4 and GDH-TPI inh 1.
Screening COc1ccc(CNc2ccc(-c3ccc(OC)cc3)nn2)cc1 returned Mtb FBA inh 3, UGM FP inh -3.6, MazF activator 3, FadD28 FP inh -2.5, BoNT F protease 7, Mtb BioA inh -0.3, Rv3671c protease 7, PrPC surface inh 22 and GDH-TPI inh 0.
CNC(=O)c1nc(C)n(-c2cc(Cl)cc(Cl)c2)n1 was read as Mtb FBA inh 1, UGM FP inh 0.3, MazF activator 0, FadD28 FP inh -0.4, BoNT F protease -5, Mtb BioA inh 0.9, Rv3671c protease 4 and GDH-TPI inh 2.
For CC(NC(=O)c1ccccc1)c1ccc(Br)cc1 (stereo unspecified) the results were Mtb FBA inh 2, UGM FP inh 0.4, MazF activator 5, FadD28 FP inh -0.8, BoNT F protease 0, Rv3671c protease 7, PrPC surface inh 5 and GDH-TPI inh 5.
Screening CCOC(=O)N1CCC(Nc2c(NCCN3CCN(c4cccc(Cl)c4)CC3)c(=O)c2=O)CC1 returned Mtb FBA inh 0, UGM FP inh 3.6, MazF activator -3, FadD28 FP inh 0.0, BoNT F protease -2, Mtb BioA inh 1.2, Rv3671c protease 6, PrPC surface inh -8 and GDH-TPI inh 12.
c1ccc2[nH]c(-c3ccncc3)nc2c1 was read as Mtb FBA inh 30*, UGM FP inh -5.5, MazF activator 2, FadD28 FP inh 0.0, BoNT F protease -8, Rv3671c protease -2, PrPC surface inh 10 and GDH-TPI inh 3.

In the list so far, 2 have fluorine:
For C[C@@]12C(=O)N(c3cccc(F)c3)C(=O)N1[C@H](c1ccc(Cl)cc1)[C@@H]1C(=O)N(C3CCCCC3)C(=O)[C@@H]12 the results were Mtb FBA inh 0, UGM FP inh 0.6, MazF activator -6, FadD28 FP inh -5.6, BoNT F protease 0, Mtb BioA inh -0.8, Rv3671c protease -3, PrPC surface inh 0 and GDH-TPI inh 0.
For CC1(CCC(=O)N2CCCC(Nc3ccc(F)cc3)C2)CC1 (stereo unspecified) the results were Mtb FBA inh 4, UGM FP inh -0.4, MazF activator -1, FadD28 FP inh -2.0, Mtb BioA inh 1.2, Rv3671c protease -2, PrPC surface inh 7 and GDH-TPI inh 4.
